Assay outcomes deposited in PubChem BioAssay by several laboratories.
MITF TRPM1 HTS: activators of MITF-driven TRPM1 promoter reporter, primary screen, cell-based, SK-MEL-5, luciferase, single point; activation, % at 12.5 µM; SK-MEL-5 TRPM1-promoter luciferase, 24 h; % of positive control, neutral wells = 0; 300,000 tested, 0.75% active; AID 588334, 2011;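 active = mean activation of at least 80% with every replicate also reaching 80%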;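 note: 0% = neutral control wells and 100% = parthenolide positive control wells; values of inactives mirror those of a sister screen read the other way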
CDK5 inh: inhibitors of human CDK5/p35 kinase, primary screen, biochemical, single concentration | Cyclin-dependent kinase 5 (Homo sapiens) + Cyclin-dependent kinase 5 activator 1 (Homo … | Recombinant CDK5/p35, ADP-Glo luminescence, 60 min | inhibition, % at 10 µM | 330,000 tested, 0.01% active;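 active = highest replicate inhibition of at least 50% and at least 75% of replicates reaching 50%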;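 note: plate controls were DMSO neutral control for no effect and GW8510 at 10 µM for full effect; many of its hits are not listed in these tables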
Target sequence (Q00535 whole entry, looked up): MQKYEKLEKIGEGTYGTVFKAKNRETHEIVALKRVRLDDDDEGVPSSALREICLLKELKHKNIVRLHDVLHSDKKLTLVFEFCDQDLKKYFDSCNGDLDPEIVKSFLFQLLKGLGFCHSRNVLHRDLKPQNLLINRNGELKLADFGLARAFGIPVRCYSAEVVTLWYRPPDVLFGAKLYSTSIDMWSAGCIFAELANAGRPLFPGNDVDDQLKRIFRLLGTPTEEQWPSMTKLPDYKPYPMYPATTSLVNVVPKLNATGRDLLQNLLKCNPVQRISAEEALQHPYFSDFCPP
Target sequence (Q15078 whole entry, looked up): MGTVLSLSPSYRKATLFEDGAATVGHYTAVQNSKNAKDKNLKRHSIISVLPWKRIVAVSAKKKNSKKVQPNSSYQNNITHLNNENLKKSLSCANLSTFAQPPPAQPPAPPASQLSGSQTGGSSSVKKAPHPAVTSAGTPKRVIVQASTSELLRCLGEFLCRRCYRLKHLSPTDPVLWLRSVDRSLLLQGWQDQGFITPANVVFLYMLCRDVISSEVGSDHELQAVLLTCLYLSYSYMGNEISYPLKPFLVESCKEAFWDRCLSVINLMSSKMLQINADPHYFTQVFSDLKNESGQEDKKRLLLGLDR
Wnt act: Wnt/beta-catenin pathway activators, primary screen, cell-based, plate reader, single point; Wnt/beta-catenin reporter cell assay, activator; activation, % at 9.35 µM; 300,000 tested, 1.2% active; in the data active = activation above about 30%, passing the limit was not always enough;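 note: 0% = neutral control wells and 100% = positive control wells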
dFosB act: activators of delta FosB homodimer, primary screen, biochemical, fluorescence polarization, TAMRA-CDK5 oligo, single point. Protein FosB (Mus musculus), P13346. purified delta FosB; percent of positive-control signal above neutral wells. activation, % at 25 µM. 340,000 tested, 0.99% active. AID 493131, 2011;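 active = mean activation above about 17%, with every replicate also reaching it, limit read from the data, passing the limit was not always enough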;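 note: fluorescence polarization rise as delta FosB binds a TAMRA Cdk5 AP-1 oligo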
Rtt109 HAT inh: inhibitors of C. albicans Rtt109/Vps75 HAT, primary screen, biochemical, ThioGlo CoA-SH fluorescence, plate reader; Histone acetyltransferase RTT109 (Candida albicans (strain SC5314 / ATCC MYA-2876)), …; purified Rtt109/Vps75, 4 h; inhibition, % at 34.9 µM; 330,000 tested, 0.16% active; AID 540336, 2011;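 active = inhibition of at least 50% in every replicate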
HTR5A ag ctr: HTR5A agonists in luminescence cell assay, primary screen, counter-screen for OPRM1-OPRD1 heterodimer agonist project, full-deck HTS; cell-based; activation, % at 9.3 µM; 340,000 tested, 0.61% active; in the data active = activation mostly above about 9.5%, no sharp cut-off; inactive = mostly below about 7.6%;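 note: 0% = cells with vehicle only and 100% = reference agonist; strong numbers were not always called active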
Target sequence (P47898 whole entry, looked up): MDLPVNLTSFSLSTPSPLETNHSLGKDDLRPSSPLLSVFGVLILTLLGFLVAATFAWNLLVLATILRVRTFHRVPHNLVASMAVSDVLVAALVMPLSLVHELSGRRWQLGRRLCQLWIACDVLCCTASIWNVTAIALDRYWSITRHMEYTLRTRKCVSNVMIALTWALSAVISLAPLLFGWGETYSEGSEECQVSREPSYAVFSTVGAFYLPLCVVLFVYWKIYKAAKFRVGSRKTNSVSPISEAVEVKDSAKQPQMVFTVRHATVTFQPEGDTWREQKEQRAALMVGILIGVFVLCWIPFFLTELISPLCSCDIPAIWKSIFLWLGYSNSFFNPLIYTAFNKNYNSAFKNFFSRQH
SR-BI DiI inh: inhibitors of SR-BI mediated HDL lipid uptake, primary screen, ldlA[mSR-BI] cells, fluorescence, single point. Scavenger receptor class B member 1 (Mus musculus), Q61009. ldlA[mSR-BI] CHO cells, DiI-HDL uptake fluorescence, 3 h. inhibition, % at 12.5 µM. 320,000 tested, 0.96% active;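 active = mean replicate inhibition of at least 70% and a set share of replicates each scoring 70 or more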;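 note: 0% = median of neutral control wells and 100% = median of positive control wells; values of inactives mirror those of a sister screen read the other way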
PvdQ inh: P. aeruginosa PvdQ acylase inhibitors, primary screen, biochemical, fluorescence, plate reader and imaging, single point. 340,000 tested, 0.063% active. AID 488965, 2010. purified PvdQ acylase. inhibition, % at 10 µM. PvdQ acylase [Pseudomonas aeruginosa LESB58]; in the data active = inhibition above about 30%, passing the limit was not always enough;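 note: 0% = vehicle neutral wells and 100% = reference inhibitor wells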
cardiac RTF act: cardiac RTF calcium sensitivity activators, primary screen, biochemical, IANBD-TnC fluorescence, EC20 calcium. IANBD-labeled TnC RTF fluorescence at EC20 calcium; 0% EC20 calcium, 100% full calcium. Troponin I, cardiac muscle (Homo sapiens) + Troponin T, cardiac muscle (Homo sapiens) + …. 340,000 tested, 0.24% active. activation, % at 7.2 µM;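 active = activation above the mean over all tested compounds plus 3 SD, cut at about 30% in these data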;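 note: rise in fluorescence read as greater calcium sensitivity of cardiac thin filaments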
SR-BI uptake up: activators of SR-BI mediated DiI-HDL uptake, primary screen, ldlA[mSR-BI] CHO cells, DiI fluorescence; activation, % at 12.5 µM; AID 504775, 2011; 3 h; 100 = double the neutral-control signal; 320,000 tested, 0.096% active;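 active = mean replicate activation of at least 60% and every replicate at or above 60%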;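 note: 0% = median plate neutral-control signal and 100% = twice that signal; values of inactives mirror those of a sister screen read the other way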
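Material – SR-BI-overexpressing, LDLR-lacking CHO cells · Medium – BSA-supplemented, HEPES-buffered Ham's F12, pH 7.4 · Doses – single concentration · Times – compound with DiI-HDL co-incubation, 3 h at 37 °C · Measured by – bottom-read fluorescence, 550/595 nm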
* = called active by the depositor; nt = no result given.

SMILES | MITF TRPM1 HTS | CDK5 inh | Wnt act | dFosB act | Rtt109 HAT inh | HTR5A ag ctr | SR-BI DiI inh | PvdQ inh | cardiac RTF act | SR-BI uptake up
S=C(NCc1ccccc1)N1CCn2cccc2C1c1ccncc1 (configuration not stated) | -31.6 | 1.3 | -0.1 | -7.4 | -2.4 | -1.8 | -13.4 | -9.0 | 2.1 | 13.4
C=CCNc1sc(C(=O)c2ccc(Br)s2)c(N)c1C#N | nt | -0.5 | 1.8 | -4.2 | -6.7 | -0.6 | 16.2 | -0.8 | 17.7 | -16.2
O=C(CN1CCCC1=O)NC1CCCc2c1cnn2-c1cc(F)cc(F)c1 (configuration not stated) | 23.4 | 2.4 | 7.3 | -5.8 | 15.9 | 0.4 | -13.9 | 7.4 | -4.6 | 13.9
CN(C)S(=O)(=O)c1ccc(C(=O)Nc2nnc(SCc3ccccc3)s2)cc1 | -2.8 | -1.1 | -2.8 | -1.0 | -5.2 | 2.6 | 6.4 | -7.7 | 2.5 | -6.4
CCn1c(=N)n(CC(=O)c2ccc(Br)s2)c2ccccc21 | 34.0 | -3.7 | -10.9 | -4.9 | 15.1 | 1.4 | nt | -15.1 | 0.1 | nt
CC(C)(C)OC(=O)C[C@@H]1C/C=C\C[C@H](CC(=O)N[C@H](CO)Cc2ccccc2)C(=O)N[C@@H](Cc2c[nH]c3ccccc23)COC1=O | -4.1 | -1.8 | -2.0 | 0.6 | 0.4 | 8.8 | -1.6 | 0.0 | 8.2 | 1.6
Cc1nc2ccccc2cc1OCc1ccc(F)cc1 | nt | -2.0 | nt | -12.9 | 1.2 | 4.0 | -10.3 | -0.9 | -3.2 | 10.3
O=C(NCc1ccc2c(c1)OCO2)C(C(=O)c1ccccc1)n1cc(Cl)ccc1=O (configuration not stated) | -8.4 | 1.1 | 0.4 | 0.0 | -2.6 | -1.8 | -14.0 | -0.3 | -5.2 | 14.0
NC(=O)C1CCN(C(=O)c2ccccc2CCc2ccccc2)CC1 | -11.4 | 0.5 | -1.0 | -1.9 | 10.0 | 0.9 | 1.9 | -2.4 | 13.2 | -1.9
COc1ccc(Br)cc1C(=O)Nc1ccc(C(=O)O)cc1 | 8.2 | -1.4 | -0.8 | -12.6 | -19.0 | -0.6 | -2.0 | -3.7 | -3.1 | 2.0
O=C(c1ccc([N+](=O)[O-])cc1)N1CCC(n2nnc3cc(F)ccc32)CC1 | 4.5 | -1.3 | -0.3 | -2.7 | 0.6 | -0.4 | -8.9 | -15.0 | 0.1 | 8.9
O=C(N/N=C/c1ccco1)c1[nH]ncc1Br | 0.2 | -1.2 | 15.6 | -3.0 | 25.9 | 1.6 | -19.2 | -6.0 | -3.3 | 19.2
CCN1C(=O)CSC1=NC12CC3CC(CC(C3)C1)C2 | -0.7 | -0.2 | -3.6 | -5.6 | 4.2 | 10.8 | 13.6 | 4.4 | 0.3 | -13.6
Cc1ccc(S(=O)(=O)C2(C(=O)Nc3cccc(F)c3)CC2)cc1 | nt | -1.4 | -0.8 | 4.9 | -2.6 | 7.2 | -8.8 | 2.7 | 6.5 | 8.8
Cc1ccc(S(=O)(=O)N2CCOCC2)cc1C(=O)NCC1CCCO1 (configuration not stated) | -1.4 | -0.4 | -0.9 | -4.4 | 8.4 | 4.2 | -2.0 | 1.1 | -3.0 | 2.0
Cc1cccc(Cn2c(C)nc3ccc([N+](=O)[O-])cc3c2=O)c1 | -18.3 | 1.9 | 0.5 | -9.8 | -3.6 | -2.3 | 8.6 | 9.2 | -2.3 | -8.6
Cc1cc(C)cc(OC(=O)N2CCOCC2)c1 | 4.8 | 0.1 | nt | -3.7 | -5.7 | 3.8 | -9.2 | -14.9 | 2.0 | 9.2
C[C@H](NC(=O)OCc1ccccc1)c1nnc([C@H](C)NC(=O)OCc2ccccc2)o1 | -5.0 | -0.2 | -3.5 | -7.3 | -5.0 | 3.8 | 17.2 | -12.6 | -5.4 | -17.2
O=C1Nc2ccc(Cl)cc2C12OCCCO2 | -10.5 | 1.2 | 1.5 | 2.9 | -0.4 | 1.9 | -13.5 | -6.8 | -2.1 | 13.5
CCOc1ccc(NS(=O)(=O)c2ccc(NC(=S)NC(=O)C(C)C)cc2)cc1 | -1.1 | -0.9 | nt | -1.5 | 2.1 | 1.1 | 9.0 | -4.7 | 2.3 | -9.0
S=C(NCc1ccccc1)Nc1ccc(Oc2ccccc2)cc1 | nt | 0.2 | -0.6 | 0.4 | 6.0 | 0.1 | 6.2 | -3.3 | -0.8 | -6.2
C[C@H](NC(=O)c1nc[nH]c1C(=O)N1CCN(C(=O)OC(C)(C)C)CC1)C(=O)OC(C)(C)C | 2.6 | -0.1 | -0.8 | -5.9 | -1.5 | -2.4 | -17.7 | -9.5 | 1.5 | 17.7
CN(CC(=O)Nc1ccccc1Cl)C(=O)COc1cccc2c1OC(C)(C)C2 | 12.8 | -3.7 | -2.9 | -4.9 | -4.7 | 2.7 | 25.2 | -9.1 | -7.4 | -25.2
COC(=O)c1cn[nH]c1NC(=S)Nc1ccc(Cl)c(Cl)c1 | 16.5 | -0.4 | nt | 9.0 | 13.0 | -1.7 | -1.5 | -5.9 | -5.9 | 1.5

3 of the entries above in order of their number in PvdQ inh, descending:
compound | PvdQ inh
Cc1ccc(S(=O)(=O)C2(C(=O)Nc3cccc(F)c3)CC2)cc1 | 2.7
CCOc1ccc(NS(=O)(=O)c2ccc(NC(=S)NC(=O)C(C)C)cc2)cc1 | -4.7
Cc1cc(C)cc(OC(=O)N2CCOCC2)c1 | -14.9

The list goes on:
SMILES | MITF TRPM1 HTS | CDK5 inh | Wnt act | dFosB act | Rtt109 HAT inh | HTR5A ag ctr | SR-BI DiI inh | PvdQ inh | cardiac RTF act | SR-BI uptake up
CCOC(=O)NC(=O)/C(C#N)=C/c1ccc(N(C)C)cc1 | nt | 0.9 | 17.4 | 0.7 | 20.2 | nt | -9.7 | 8.0 | nt | 9.7
CCn1c(COc2ccc(C)cc2)nnc1SCC(=O)Nc1ccc(S(N)(=O)=O)cc1 | -5.5 | -1.0 | nt | -15.0 | 7.2 | -2.4 | 13.1 | -12.3 | -1.0 | -13.1
COC(=O)C1CCN(C(=O)COC(=O)c2ccc3[nH]c4c(c3c2)CCCC4)CC1 | 0.3 | -0.7 | -1.0 | -5.5 | 7.0 | 3.5 | 40.8 | -9.8 | -4.4 | -40.8
CSc1nnc(-c2ccc(F)cc2)o1 | 27.6 | -14.5 | nt | -8.9 | -1.2 | 6.5 | -25.6 | -25.4 | 7.5 | 25.6
CC1Cc2ccccc2N1C(=O)COC(=O)CSc1ccc(F)cc1 (configuration not stated) | -1.7 | -1.4 | -0.3 | -10.5 | -1.8 | -1.4 | -34.2 | -6.3 | -3.6 | 34.2
O=C(Cn1cnnn1)NCc1ccccc1 | 4.1 | -1.3 | -1.9 | 6.3 | -5.8 | -1.7 | -3.8 | 0.8 | -6.3 | 3.8
O=C(Nc1nc2ccccc2s1)c1ccc(OCC2CCCO2)cc1 (configuration not stated) | -14.8 | 0.5 | -1.4 | -21.8 | 1.1 | -1.1 | 40.7 | -7.9 | 9.2 | -40.7
COc1ccc(NC(=O)c2cc([N+](=O)[O-])ccc2N2CCN(C)CC2)cc1 | 4.6 | 0.1 | -4.5 | -5.4 | 5.5 | -1.4 | 11.5 | -10.0 | 9.3 | -11.5
O=C(CCc1nnc(CCCc2ccccc2)o1)NCC(F)(F)F | 27.3 | 0.9 | nt | -5.3 | nt | 11.3 | 9.8 | 12.1 | -3.3 | -9.8
CC(C)c1cc(C(=O)N2CCCC(Nc3ccc(F)c(F)c3)C2)nc(N)n1 (configuration not stated) | -4.5 | 0.9 | -0.9 | -9.0 | 0.2 | 1.1 | -13.8 | -3.2 | -4.2 | 13.8
COc1ccccc1/C=N/n1nnnc1N | 3.8 | -4.4 | -0.5 | -6.7 | 8.6 | -0.9 | -16.0 | -10.2 | 4.1 | 16.0
N#C/C(=N\Nc1ccc(Cl)cc1)C(=N)N1CCCCCC1 | 63.7 | -1.4 | -1.5 | -1.3 | 4.3 | -5.5 | -1.6 | -0.9 | 1.4 | 1.6
CCC1Sc2ccc(S(=O)(=O)CCC(=O)N3CCc4ccccc43)cc2NC1=O (configuration not stated) | -12.0 | 0.0 | -0.2 | -1.3 | 15.3 | 0.0 | -6.9 | -1.2 | -6.1 | 6.9
CCCCCCCOc1ccc(OC(=O)c2ccncc2)cc1 | 28.2 | -2.7 | -0.2 | -0.5 | 4.3 | 3.6 | -17.7 | 2.5 | -5.4 | 17.7
CCOC(=O)CCn1nc(-c2ccc(C)cc2)c2ccccc2c1=O | 3.4 | 1.1 | -0.1 | -8.6 | 1.4 | -5.1 | 31.4 | -5.0 | 0.1 | -31.4
COc1cc(C(=O)NC(C)Cc2cccs2)cc(OC)c1OC (configuration not stated) | 7.1 | 0.5 | -0.9 | -2.0 | nt | -4.6 | -4.4 | 7.5 | -0.1 | 4.4
Cc1occc1C(=O)N/N=C/c1c(O)ccc2ccccc12 | -37.6 | -0.6 | 6.9 | -3.7 | -55.4 | 5.7 | 114.0* | 1.6 | -6.5 | -114.0
NS(=O)(=O)c1ccc(NC(=O)c2cc(=O)c3ccccc3o2)cc1 | 13.3 | -0.8 | -1.0 | 6.9 | 13.0 | 0.9 | nt | -13.0 | 5.3 | nt
Nc1ccc(CN2CCOCC2)cc1 | 7.8 | 0.6 | -1.6 | 3.4 | 5.5 | -0.2 | -1.1 | -6.1 | 3.8 | 1.1
O=C(CN1C(=O)c2ccccc2S1(=O)=O)NC1CC2CCC1C2 (configuration not stated) | 9.2 | 0.4 | 1.6 | -0.7 | -2.2 | -4.1 | -2.3 | -9.9 | 4.8 | 2.3
Cc1ccc(S(=O)(=O)C(CCC(=O)c2ccc(Cl)cc2)C(N)=O)cc1 (configuration not stated) | nt | -0.1 | -5.5 | -8.7 | 4.2 | 1.3 | -4.8 | -6.6 | 0.6 | 4.8
COc1cc(/C=C/C(=O)OCC(=O)NC(=O)NCc2ccco2)ccc1OC(F)F | -7.1 | 0.2 | 1.5 | -20.6 | -8.2 | -2.9 | 6.2 | -22.0 | 0.4 | -6.2
COc1ccc(CNC(=O)C2CCN(S(=O)(=O)c3cccc(C(F)(F)F)c3)CC2)cc1 | -0.1 | 1.7 | -2.5 | 1.5 | 4.8 | 4.1 | -14.1 | 8.6 | -9.7 | 14.1

Copied from the list.
`Nc1ccc(CN2CCOCC2)cc1` in HTR5A ag ctr has -0.2
`Cc1ccc(S(=O)(=O)C(CCC(=O)c2ccc(Cl)cc2)C(N)=O)cc1` (configuration not stated) in SR-BI DiI inh has -4.8

Compounds were not picked by outcome (roughly 4.4% active in at least one column).
